Compound activity deposited in PubChem BioAssay by several laboratories.
PG9 Ab binder = small molecules binding HIV-1 gp120 antibody PG9. TR-FRET gp120-PG9 antibody binding. inhibition, % at 6.7 µM. 0.43% of 360,000 active. AID 624416; in the data active = inhibition above about 8.5%
TCR-CD3 inh = blocks the human TCR-CD3 interaction; TAMRA-labeled TCR probe fluorescence, biochemical; inhibition, % at 9.4 µM; 0.37% of 360,000 active; AID 651800; in the data active = inhibition above about 19%;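 also: recombinant mutant TCR 2C K166C tagged with TAMRA read by polarization; 0% = receptor in buffer alone and 100% = receptor with positive control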
Rev-erbA mod = modulates human Rev-erb alpha binding to DNA | activity, % at 10 µM | 0.79% of 370,000 active | Rev-erbα–FITC-DNA binding, fluorescence polarization, 90 min | P20393;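 active = activity above about 14%, limit read from the data; passing the limit was not always enough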;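 also: 0% = DMSO wells with 35 nM protein and 100% = DMSO wells with 750 nM protein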
Target sequence (P20393 whole entry, looked up): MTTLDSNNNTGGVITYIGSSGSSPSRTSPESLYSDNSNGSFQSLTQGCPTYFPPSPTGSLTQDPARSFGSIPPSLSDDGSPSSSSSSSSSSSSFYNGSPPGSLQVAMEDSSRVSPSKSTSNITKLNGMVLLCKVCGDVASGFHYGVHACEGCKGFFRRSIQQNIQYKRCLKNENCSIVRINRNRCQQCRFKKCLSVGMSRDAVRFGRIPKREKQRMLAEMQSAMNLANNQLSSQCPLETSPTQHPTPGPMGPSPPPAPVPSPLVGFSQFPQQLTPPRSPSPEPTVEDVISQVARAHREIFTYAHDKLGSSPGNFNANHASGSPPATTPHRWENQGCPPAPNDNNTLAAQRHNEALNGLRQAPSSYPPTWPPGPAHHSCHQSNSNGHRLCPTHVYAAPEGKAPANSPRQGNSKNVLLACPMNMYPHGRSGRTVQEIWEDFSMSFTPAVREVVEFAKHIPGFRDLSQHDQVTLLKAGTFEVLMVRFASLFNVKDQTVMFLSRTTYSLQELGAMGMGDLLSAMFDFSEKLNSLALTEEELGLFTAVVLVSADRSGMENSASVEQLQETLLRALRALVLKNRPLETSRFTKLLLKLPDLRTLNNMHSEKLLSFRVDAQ
ABHD4 inh = ABHD4 (mouse) inhibition, primary FP screen; purified mABHD4, FP-Rh probe fluorescence polarization; inhibition, % at 8.92 µM; 0.54% of 370,000 active;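 active = inhibition exceeding the mean over every tested compound plus 3 SD, cut at about 30% in these data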;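 also: 0% = plate median of compound wells and 100% = S159A mutant with DMSO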
Target sequence (Q8VD66 whole entry, looked up): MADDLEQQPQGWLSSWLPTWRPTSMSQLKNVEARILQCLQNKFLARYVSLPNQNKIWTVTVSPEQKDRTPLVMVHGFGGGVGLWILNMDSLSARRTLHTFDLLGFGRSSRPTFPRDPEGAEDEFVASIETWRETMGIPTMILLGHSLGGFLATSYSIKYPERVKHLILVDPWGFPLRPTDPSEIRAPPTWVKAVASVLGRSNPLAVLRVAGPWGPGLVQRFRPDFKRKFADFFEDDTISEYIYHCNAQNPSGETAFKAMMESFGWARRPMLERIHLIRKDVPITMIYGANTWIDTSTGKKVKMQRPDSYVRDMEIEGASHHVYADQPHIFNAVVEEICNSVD
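assay system = mABHD4 protein | compound dosing = single nominal dose of 8.92 µM, 0.89% DMSO final | read-out basis = percent inhibition of probe binding, normalized to plate controls | schedule = Enzyme–compound pre-incubation 45 min, then probe 60 min, both 25 °C | detection = fluorescence polarization, excitation 525 nm, emission 598 nm, BODIPY TMR filters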
MBD2 DNA inh = inhibitors of human MBD2 binding to methylated oligonucleotide; Q9UBB5; TR-FRET; inhibition, % at 4.4 µM; 0.31% of 370,000 active; AID 686964; in the data active = inhibition above about 13%
LEDGF integ inh = blocks HIV-1 LEDGF/p75-dependent DNA integration. 0.64% of 370,000 active. inhibition, % at 3.7 µM. TR-FRET IN-LEDGF/p75 DNA integration, Eu/Cy5;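 active = inhibition above the screen-wide mean plus 3 SD, cut at about 13% in these data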;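 also: signal is the Cy5 over europium emission ratio at 671 and 618 nm; 0% = plate median of compound wells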
PRMT1 FP inh = blocks human protein arginine methyltransferase 1 | Q99873 | recombinant PRMT1, activity-based probe fluorescence polarization | inhibition, % at 2.79 µM | AID 652257 | 1.3% of 370,000 active;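 active = inhibition above about 21% made by adding two undisclosed values, limit read from the data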
UHRF1 MBD2 ctr = human UHRF1 methylated DNA binding inhibitors; UHRF1 binding to methylated oligo, TR-FRET; inhibition, % at 4.4 µM; 0.75% of 370,000 active; in the data active = inhibition above about 21%;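 also: UHRF1 SRA domain binding a hemimethylated CpG hairpin DNA probe; 0% = median of test compound wells and 100% = reference inhibitor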
rCAG RNA binder = binds r(CAG) RNA repeats; r(CAG) RNA repeat, TO-PRO-1 dye displacement fluorescence; inhibition, % at 3 µM; 1.3% of 370,000 active; AID 651821;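 active = inhibition above the plate cutoff, the mean of all test compounds on that plate plus 3 SD, cut at about 35% in these data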;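 also: 0% = DMSO alone and 100% = 100 µM mitoxantrone as full dye displacement; higher means more dye released from RNA so lower well fluorescence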
HTRA1 inh = blocks human HTRA1 serine peptidase. Q92743. recombinant HTRA1, FP-rhodamine activity-based probe, fluorescence polarization. inhibition, % at 5.96 µM. 0.5% of 340,000 active; in the data active = inhibition above about 36%;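 also: 0% = enzyme with DMSO and 100% = wells lacking enzyme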
An asterisk follows results filed as active; / = not tested or not shown. An excerpt; count on the stated rates, not on these rows.

Values run as follows: PG9 Ab binder	TCR-CD3 inh	Rev-erbA mod	ABHD4 inh	MBD2 DNA inh	LEDGF integ inh	PRMT1 FP inh	UHRF1 MBD2 ctr	rCAG RNA binder	HTRA1 inh
> CSCCC(NC(=O)C1CCC(C)CC1)C(=O)NCCN1CCC(C)CC1 (stereo unspecified)
 : 1.8	0	6	-5	-1	3	-4	6	-7	-2
> CN(C)c1ccc(CNc2nc3ccccc3n2C)cc1
 : -1.7	-2	-5	3	-3	-2	-5	0	1	0
> Cc1ccc(S(=O)(=O)N2CCN(c3ccccn3)CC2)cc1
 : -2.1	0	-3	-11	2	2	-2	3	-4	/
> CCCCCn1c(N)c(C#N)c2nc3ccccc3nc21
 : -0.7	0	5	-7	-5	8	5	7	7	-14
> CCc1nc2c(OCc3ccc(C(F)(F)F)cc3)cccn2c1N(C)C(=O)C1CC1
 : -3.3	-1	-1	-3	2	1	-1	-1	-2	/
> CCCCNC(=O)C(Cc1ccccc1)NS(=O)(=O)c1ccc2c(c1)c(=O)n(C)c(=O)n2C (stereo unspecified)
 : -0.8	2	-5	1	-2	-2	0	1	3	1
> COC(=O)Cc1ccc(NC(=O)c2ccc3c(c2)C(=O)N(Cc2ccco2)C3=O)cc1
 : 2.5	0	-2	3	-6	-1	3	1	5	0
> CCOC(=O)N1CCN(C(=O)C[C@H]2C[C@@]3(C(=O)OC)C(=C[C@H](C(C)C)O[C@@H]3C3CC3)N(Cc3ccc(Cl)cc3Cl)C2=O)CC1
 : /	/	-5	-18	-6	9	-5	1	4	/
> COc1ccc(-c2cc(C(=O)NCc3cccc(C(F)(F)F)c3)[nH]n2)c(C)c1
 : 1.7	5	2	-36	4	1	-4	-2	-1	/
> CCN1c2ccccc2-c2nc3ccccc3n2C1c1ccncc1 (stereo unspecified)
 : -0.4	4	1	5	2	1	-1	4	0	-10
> COc1ccc(S(=O)(=O)NCCc2csc(-c3cccnc3)n2)cc1
 : -2.6	3	-2	-30	0	3	-2	0	1	0
> Cc1cc(=O)c2n(Cc3ccc(Cl)cc3)nc[n+]2[nH]1
 : -2.8	-3	0	6	-4	0	-3	3	0	-2
> COc1ccc(NC(=S)N2CCCC2)cc1
 : -3.3	2	-2	1	1	0	2	2	0	-2
> CC1Cc2ccccc2N1Cc1cc(=O)c(OCC(=O)NCCc2ccccc2)co1 (stereo unspecified)
 : -0.1	3	-5	3	2	1	1	0	-6	-3
> COc1cccc(NC(=O)NC(=O)c2c(C)cc(Cl)nc2Cl)c1
 : -0.8	5	7	-12	-3	1	-6	-1	-3	-7
> CC(OC(=O)CCC(=O)N1CCN(S(=O)(=O)c2ccc3ccccc3c2)CC1)C(=O)NC(N)=O (stereo unspecified)
 : -0.8	6	12	1	-5	4	-4	1	-3	8
> COc1ccc(-c2nnc(S/C(=C/c3ccc(Cl)cc3)C(=O)O)o2)cc1
 : -0.8	-5	2	7	-4	-10	7	-10	8	6
> CC(CN(C)Cc1ccccc1)OC(=O)c1ccc2c(c1)OCCO2 (stereo unspecified)
 : -0.9	7	1	7	-2	-1	-2	2	-11	-5
> CCCCn1c(N)c(N(CC(C)C)C(=O)COc2cc(C)ccc2Cl)c(=O)[nH]c1=O
 : -1.0	5	5	-4	-5	2	0	0	1	0
> CC(=O)c1ccc(NC(=O)Cn2nc(C)cc2C)cc1
 : 0.3	-2	-7	-2	-2	-2	-2	-1	2	5

Sorted by count of non-hydrogen atoms (smallest number first): part of the list above.
Values run as follows: PG9 Ab binder	TCR-CD3 inh	Rev-erbA mod	ABHD4 inh	MBD2 DNA inh	LEDGF integ inh	PRMT1 FP inh	UHRF1 MBD2 ctr	rCAG RNA binder	HTRA1 inh
> COc1ccc(NC(=S)N2CCCC2)cc1
 : -3.3	2	-2	1	1	0	2	2	0	-2
> CC(=O)c1ccc(NC(=O)Cn2nc(C)cc2C)cc1
 : 0.3	-2	-7	-2	-2	-2	-2	-1	2	5
> COc1ccc(-c2nnc(S/C(=C/c3ccc(Cl)cc3)C(=O)O)o2)cc1
 : -0.8	-5	2	7	-4	-10	7	-10	8	6

Further records:
Values run as follows: PG9 Ab binder	TCR-CD3 inh	Rev-erbA mod	ABHD4 inh	MBD2 DNA inh	LEDGF integ inh	PRMT1 FP inh	UHRF1 MBD2 ctr	rCAG RNA binder	HTRA1 inh
> Cc1cc(C)c(NC(=O)c2sc3nc(C)[nH]c(=O)c3c2C)c(C)c1
 : -3.1	0	-3	5	0	-2	3	4	-4	/
> Cc1ccc2[nH]c(=O)c3cc(C(=O)N(C)C4CCCCC4)sc3c2c1
 : 0.9	2	21*	-1	0	-4	2	1	3	-3
> Cc1cc(S(=O)(=O)N2CCCC2)ccc1OCC(=O)NC1CCCC1
 : -1.5	-4	5	0	4	0	1	3	-5	-5
> COc1ccc(/C=N/Nc2nc(-c3cccc(S(=O)(=O)N4CCCC4)c3)cs2)cc1OC
 : 1.5	-2	-3	8	4	0	3	-2	19	-2
> CC(C)COC(=O)CCNc1n[nH]c(=O)[nH]c1=O
 : 0.5	11	0	6	0	-1	-1	1	0	0
> COc1ccc(N(CC(=O)Nc2ccccc2C(=O)NCCc2ccccc2)S(C)(=O)=O)cc1OC
 : 0.7	2	4	-10	10	1	6	6	-2	1
> O=C1C(=O)N(c2ccccc2)C(c2ccccc2)C1c1ccccc1 (stereo unspecified)
 : -0.2	10	-5	6	-10	3	-3	0	12	0
> O=C(Nc1ccc(S(=O)(=O)NC2=NCCCCC2)cc1)c1cc(F)c(F)cc1Cl
 : -0.2	-3	-4	4	-2	-2	2	-2	-1	-4
> CC(C)(C)C(=O)Nc1cccc(-c2cc(-c3c(Cl)cccc3Cl)no2)c1
 : 0.6	3	-1	-15	0	0	-3	-1	1	-16
> O=C(CNc1ccccc1)c1ccc([N+](=O)[O-])cc1
 : -2.5	-9	-1	11	-2	1	9	-2	5	7
> COCCn1c(SCC(=O)N2CCCc3ccccc32)nc2cccnc21
 : -1.1	7	-3	3	-3	-1	-1	-3	-7	-3
> CCCCC(c1nc2ccccc2[nH]1)n1c(-c2ccccc2)nc2cc(C)c(C)cc21 (stereo unspecified)
 : -0.8	3	-2	-3	0	5	-2	-1	3	/
> CCCCN(CC(=O)NCc1ccc(Cl)cc1)S(=O)(=O)c1ccc2c(c1)OCCO2
 : -1.9	5	-2	-5	2	1	3	10	5	-4
> CC1CCCN(S(=O)(=O)c2ccc(NC(=O)CNC3CCCC3)cc2)C1 (stereo unspecified)
 : -1.2	0	-3	3	1	-4	2	2	-5	4
> Nc1nonc1-n1nnc(C(=O)N/N=C/c2ccncc2)c1CSc1ccccc1
 : 1.5	-2	2	-1	5	0	3	1	0	-6
> O=C(Cc1ccccc1[N+](=O)[O-])OCN1C(=O)c2ccccc2C1=O
 : -1.7	-2	-5	-1	1	0	5	-1	-4	6
> Cc1cccc(C(=O)Nc2c(-c3ccc(C(F)(F)F)cc3)nc3ncccn23)c1
 : /	/	0	-2	-3	5	1	1	4	/
> CCC1C(=O)NCCN1C(=O)c1ccc2nc(Cc3ccc(OC)cc3)oc2c1 (stereo unspecified)
 : 0.7	1	0	7	-4	1	1	2	-2	3
> COc1ccc(N2C(N)=C(C#N)C(c3cccnc3)C3=C2CC(C)(C)CC3=O)cc1 (stereo unspecified)
 : 0.1	-8	-3	0	0	0	3	-1	-5	1
> COc1cc2cc(C(=O)NCCc3ccccc3)[nH]c2cc1OC
 : -1.0	-2	-4	4	3	2	3	1	-3	-3
> COC(=O)c1ccc(NC(=O)c2cc(-c3ccccn3)nc3ccccc23)cc1
 : -0.4	1	-1	7	-8	-2	1	1	2	-1
> Cc1ccc(S(=O)(=O)N2CCCC2C(=O)O)s1 (stereo unspecified)
 : 1.1	-1	-3	0	1	0	-4	-3	2	2
> CCN1CCN(Cc2ccc(NC(=O)c3cc(NC(=O)c4ccc5n[nH]nc5c4)cc(OC)c3)cc2C(F)(F)F)CC1
 : 0.9	7	-4	-63	2	1	1	1	5	-31
> COc1ccc(NC(=O)CN2CCC(C(N)=O)CC2)cc1
 : 1.6	3	-2	-3	2	4	-2	0	6	-8
> CC(=O)Nc1c(O)nc(SCC(=O)Nc2c(C)cccc2C)[nH]c1=O
 : -3.9	7	3	0	4	7	57*	0	1	-7
> CC(C)(C)c1cc(NC(=O)COC(=O)C2CC2)n(-c2ccccc2)n1
 : 0.7	-2	0	4	-3	3	-3	-1	-4	-1
> CC(C)c1nnc(NC(=O)CCS(=O)(=O)Cc2ccccc2)s1
 : -1.4	1	-2	3	-6	-1	4	-1	0	-1
> O=C(NCCCN1CCCCCC1)c1ccc2c(Cl)c3c(nc2c1)CCCC3
 : -0.5	-5	3	-1	1	7	-3	-1	12	-11
> OCCNc1ncnc2c1sc1nc(N3CCOCC3)c3c(c12)CCC3
 : 1.4	7	-1	1	2	0	-2	1	0	1
> CC(OC(=O)c1cn(-c2ccccc2)nc1-c1cccnc1)C(N)=O (stereo unspecified)
 : 0.4	2	-6	-2	-6	1	-3	-6	-1	2
> COc1ccccc1CC(=O)N1CCN(S(=O)(=O)c2ccccc2)CC1
 : 0.9	-1	1	11	-2	-1	3	0	-1	0
> Cc1cc(C(=O)N2CCCC(CO)(Cc3ccc(F)cc3)C2)c(C)o1 (stereo unspecified)
 : -2.5	8	3	-4	-5	3	-5	-3	-7	0
> NS(=O)(=O)c1ccc(NS(=O)(=O)c2ccc(Br)cc2)cc1
 : -1.2	2	0	-3	-2	2	-1	1	0	5
> CN(C)c1ccc(N=C/C=C2\N(C)c3ccccc3C2(C)C)cc1
 : -22	-1	8	32*	-19	15*	24*	-9	15	19
> O=C(COC(=O)c1nn(CCO)c(=O)c2ccccc12)Nc1ccc(Cl)c(Cl)c1
 : -1.8	3	3	-16	0	3	-4	0	4	-24
> Cc1cc(C)cc(NC(=O)CN(C)CC(=O)N(CC(C)C)c2c(N)n(CC(C)C)c(=O)[nH]c2=O)c1
 : 1.9	-1	7	-10	11	2	4	14	1	-1
> CC(=O)OCCCNc1cc(Sc2ccc(C)cc2)c2nonc2c1[N+](=O)[O-]
 : -2.9	2	-1	1	0	-2	-1	1	-1	3
> O=C(NCCC1=CCCCC1)c1cc(S(=O)(=O)N2CCOCC2)c(Cl)cc1Cl
 : 0.6	-7	-2	-2	5	-6	4	2	-3	6
> O=C(Nc1cc(F)c(Br)cc1F)c1ccc(Cl)cc1
 : 2.5	-8	-7	0	5	1	6	0	-3	-1
> O=C(OCC(=O)N1CCCC1)c1cc(F)c(F)cc1Cl
 : -2.4	-1	-3	4	1	0	1	-1	-3	-4
> COc1cc(C)c(C(C)C)cc1S(=O)(=O)N1CCN(C)CC1
 : -0.6	7	1	2	-2	-1	-1	0	0	1
> O=C(OCC(=O)N1CCN(C(=O)c2ccco2)CC1)c1c(Cl)cccc1Cl
 : -1.2	-2	1	6	-3	2	-2	3	0	-1
> Cc1ccc(S(=O)(=O)N(CC(=O)NCc2ccco2)C2CCCCC2)cc1
 : 1.9	2	0	-2	-1	2	0	-2	-3	-11
> Cc1ccc(NS(=O)(=O)c2coc(C(N)=O)c2)cc1F
 : 1.3	0	-3	2	4	-3	0	1	4	-3
> CN(C)S(=O)(=O)c1ccc(C(=O)NCCC(=O)N2CCCC2)cc1
 : -1.4	1	-6	5	1	-1	1	1	3	7
> CC12CCC(=O)N1C(C(=O)O)Cc1c2[nH]c2ccccc12 (stereo unspecified)
 : -0.3	-1	0	2	3	2	1	0	2	4
> O=C(NC1CCCN(Cc2ccc(Cl)cc2)C1)c1cnc2ccccn2c1=O (stereo unspecified)
 : 0.3	-3	3	-2	0	1	-1	6	-3	-4
> COc1cc(/C=C2\SC(=S)N(CC(=O)O)C2=O)ccc1OS(=O)(=O)c1ccc(C)cc1
 : 0.2	7	-1	15	3	-1	4	26*	81*	-35
